# High-throughput results as filed in PubChem BioAssay.
# TRb-SRC2 inh = disrupts binding of human TR beta to SRC2. P10828. TRbeta-SRC2 peptide binding, fluorescence polarization; receptor liganded with 1 µM T3. Potency, µM (series often up to 106 µM), inactives show top-dose activity change, negative = inhibition, most hits filed as inhibitors. hit rate 0.065% among 280,000;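 also: plate controls were bound peptide for no effect and peptide without receptor for full effect; nearly all actives have a fitted effect of over 50% in size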
#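 Polarization signal, normalized between peptide-alone and full complex controls, measured compound effects on T3-liganded human TRb LBD (0.6 uM) binding 20 nM Texas Red SRC2 peptide after 5 hr.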
# Tau fibril ThT = inhibitors of human tau fibril formation, thioflavin T binding; recombinant tau K18 P301L (four-repeat tau fragment), heparin-induced fibrillization, ThT fluorescence; AID 1460; P10636; Potency, µM (doses to about 57.4 µM), for the others: at the highest dose activity, negative = inhibition, usual class: inhibitors; hit rate 2.1% among 270,000; also: nearly all actives have a fitted effect of over 55% in size
# Target sequence (P10636 561-689 P618L limits assumed): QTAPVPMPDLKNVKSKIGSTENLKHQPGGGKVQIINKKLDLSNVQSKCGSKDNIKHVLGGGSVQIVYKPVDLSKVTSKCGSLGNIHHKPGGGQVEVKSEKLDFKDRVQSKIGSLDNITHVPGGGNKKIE
#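 Tau K18 P301L fragment (15 uM unlabeled plus 0.24 uM Alexa 594-labeled) in 100 mM sodium acetate pH 7 with compound, fibrillization induced by 20 uM heparin for 6 hr at 37 C. Thioflavin T (30 uM) added, fluorescence read after 1 hr (ex 450, em 510 nm).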
# JMJD2E inh = inhibitors of human JMJD2E histone demethylase. JMJD2E catalytic domain, FDH-coupled NADH fluorescence (FDH is formaldehyde dehydrogenase). Potency, µM (titrated, usually from 57.1 µM), for the others: at the top dose activity change, negative = inhibition, most hits filed as inhibitors. hit rate 1.6% among 230,000; active = well fitted inhibition curve with a large enough effect, not every such curve was filed as active; inconclusive = small, poorly fitted or top-dose-only effect, or another doubt; inactive = no such curve, though single readings can be large or run the other way;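 also: 0% = wells with enzyme and -100% = buffer wells without enzyme; nearly all actives have a fitted effect of over 50% in size; many of its hits are not listed in these tables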
# TR SRC2 fluor cs = Texas Red fluorescence interference in TRb-SRC2 counter-screen. TRb/SRC2 Texas Red total fluorescence interference. Potency, µM (doses to about 106 µM), without a hit: at the top dose fluorescence change, negative = quenching. hit rate 0.29% among 280,000; active = well fitted curve in either direction with a large enough effect; inconclusive = small, poorly fitted or top-dose-only effect
#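 Human TRβ ligand-binding domain (0.6 uM) and Texas Red SRC2 peptide (20 nM) in Tris buffer with 1 uM T3 and 5% DMSO were incubated with pinned compound for 5 hr at ambient temperature. Total fluorescence was computed as S + 2P (555/632 nm).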
# RGS12 GoLoco inh = RGS12 GoLoco-Gai1 interaction inhibition. P63096. hit rate 0.44% among 230,000. Gai1:RGS12 GoLoco peptide FP, rhodamine, 10 min. Potency, µM (top dose mostly 61.6 µM), for inactives: top-dose activity, negative = inhibition, most hits filed as inhibitors. AID 880; active = well fitted inhibition curve with a large enough effect, not every such curve was filed as active; inactive = no such curve, though single readings can be large or run the other way; also: nearly all actives have a fitted effect of over 30% in size; many of its hits are not listed in these tables
# RECQ1 inh = RECQ1 (human) helicase inhibition | P46063 | RECQ1 DNA unwinding, red fluorescence kinetic read | Potency, µM (series often up to 57.3 µM), for inactives: at the highest dose activity, negative = inhibition, most hits filed as inhibitors | hit rate 0.54% among 240,000;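 also: plate controls were vehicle for no effect and no enzyme for full effect; nearly all actives have a fitted effect of over 30% in size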
# Target sequence (P46063 whole entry, looked up): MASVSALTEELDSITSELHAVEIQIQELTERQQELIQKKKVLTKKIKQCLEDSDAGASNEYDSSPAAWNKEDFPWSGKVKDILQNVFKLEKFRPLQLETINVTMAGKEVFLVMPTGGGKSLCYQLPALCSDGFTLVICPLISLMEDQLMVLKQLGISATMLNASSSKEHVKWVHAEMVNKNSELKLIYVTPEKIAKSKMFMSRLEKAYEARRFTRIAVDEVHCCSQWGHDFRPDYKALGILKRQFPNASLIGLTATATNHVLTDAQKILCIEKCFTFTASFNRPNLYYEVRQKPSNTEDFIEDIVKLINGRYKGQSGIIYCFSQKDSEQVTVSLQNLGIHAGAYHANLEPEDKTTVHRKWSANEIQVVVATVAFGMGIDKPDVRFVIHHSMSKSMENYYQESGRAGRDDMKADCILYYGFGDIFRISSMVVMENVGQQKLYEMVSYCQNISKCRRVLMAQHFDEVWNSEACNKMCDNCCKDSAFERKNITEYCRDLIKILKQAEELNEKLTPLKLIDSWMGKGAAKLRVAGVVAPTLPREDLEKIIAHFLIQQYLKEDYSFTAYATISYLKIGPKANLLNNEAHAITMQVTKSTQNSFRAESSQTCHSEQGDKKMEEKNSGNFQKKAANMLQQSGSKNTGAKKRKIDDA
#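 50 nM RECQ1T1 preincubated 15 min with compound in Tris pH 8.0 buffer with MgCl2, DTT, Tween-20 and 2.5 ug/ml poly(dI-dC); started with 200 nM TAMRA/BHQ-2 forked duplex and 2 mM ATP. Unwinding read as fluorescence (525/598 nm), two reads 2 h apart.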
# Tau fibril FP = tau fibrillization inhibition (FP). P10636. K18 P301L tau heparin fibrillization, Alexa594 FP, 6 h. Potency, µM (top dose mostly 57.7 µM), for the others: at the top dose activity, negative = inhibition, usual class: inhibitors. hit rate 0.39% among 280,000. AID 1468; also: nearly all actives have a fitted effect of over 55% in size
#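 Recombinant K18 P301L […], labeled with Alexa 594 at 0.24 uM over 15 uM unlabeled; heparin inducer 20 uM final; 37 C, 6 hr; FP endpoint.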
# L3MBTL1 inh = L3MBTL1 (human) inhibition; hit rate 0.66% among 230,000; AlphaScreen L3MBTL1–H3K9me1 peptide binding; Potency, µM (highest dose often 57.1 µM), inactives show at the top dose activity, negative = inhibition, most hits filed as inhibitors; AID 485360; also: nearly all actives have a fitted effect of over 60% in size
#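 Read-out is AlphaScreen signal from streptavidin donor and nickel chelate acceptor beads (10 ug/mL final each) bridging L3MBTL1 (50 nM) and biotinylated K9-monomethylated H3(1-15) peptide (75 nM), after 30 min compound exposure at room temperature.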
# * marks the source's active call; other numbers are inactive results; i = inactive; ? = inconclusive; · = no result given; [ ] = dose if it differs, or a comment. Unless noted, calls follow the shape of the dose curve; as a rule, active = well fitted curve in the direction sought with a large enough effect; inconclusive = small, poorly fitted or top-dose-only effect, or another doubt; inactive = no such curve, though single readings can be large; an effect the other way counts as inactive or inconclusive. Unless noted, % is scaled to controls: 0 for no effect and ±100 for the full control effect; potency is read from the fitted curve at half-maximal effect. These rows are one share of the data; count on the stated rates, not on these rows.
# Letter code – A = TRb-SRC2 inh; B = Tau fibril ThT; C = JMJD2E inh; D = TR SRC2 fluor cs; E = RGS12 GoLoco inh; F = RECQ1 inh; G = Tau fibril FP; H = L3MBTL1 inh
(1) O=C(O)C1=NOC(CNC(=O)c2ccccc2Cl)C1 (stereo unspecified)
  A = 1%	B = -10%	C = 3%	D = -1%	E = 5%	F = i	G = -4%	H = 12%
(2) N#CC1=C(N)SC(N)=C(C#N)C1CCc1ccccc1
  A = 7%	B = ?	C = ?	D = -2%	E = 94%[activator]	F = -3%	G = -7%	H = 6%[11.4 µM]
(3) COc1ccc(S(=O)(=O)N2c3cc(C)ccc3OCC2C(C)(C)C)cc1 (stereo unspecified)
  A = 6%	B = ?	C = 11%	D = -2%	E = -4%	F = 1%	G = -4%	H = -4%
(4) CCOC(=O)C1(CCc2ccccc2)CCN(C(=O)c2cccc(C)n2)CC1
  A = -8%	B = -10%	C = -3%	D = -5%	E = -1%	F = i	G = -2%	H = 19%
(5) Cc1cc2cc(CCNC(=O)c3ccc(C)c([N+](=O)[O-])c3)c(=O)[nH]c2cc1C
  A = 10%	B = 4%	C = -8%	D = -2%	E = 3%	F = 2%	G = -3%	H = -4%
(6) c1ccc2c(c1)Cn1c-2nc2ccccc21
  A = -15%	B = -13%	C = ?	D = 0%	E = -12%	F = -10%	G = 4%	H = 0%
(7) CCOc1ccc(C(=O)Nc2nnc(S(=O)(=O)N(CC)c3ccccc3C)s2)cc1
  A = -5%	B = ?	C = ·	D = 5%	E = ·	F = ·	G = -10%	H = ·
(8) CCCCc1nc2c(c3c1C[C@H](C)OC3)CN(S(=O)(=O)c1ccc3c(c1)OCCN3C)CC2
  A = 2%[11.2 µM]	B = 3%[11.5 µM]	C = 1%[11.4 µM]	D = -5%[11.2 µM]	E = 3%[14.2 µM]	F = -2%[11.5 µM]	G = 8%[11.6 µM]	H = ·
(9) C=C(C)Cn1c(SCC(=O)O)nc2c1c(=O)[nH]c(=O)n2C
  A = 2%	B = 0%	C = 4%	D = -4%	E = 126%[activator]	F = i	G = 3%	H = 9%
(10) CN(Cc1cnccn1)Cc1nc(Cc2ccccc2Cl)no1
  A = 3%	B = 2%	C = -6%	D = -9%	E = -15%	F = i	G = 4%	H = 8%

# Letter code – A = TRb-SRC2 inh; B = Tau fibril ThT; C = JMJD2E inh; D = TR SRC2 fluor cs; E = RGS12 GoLoco inh; F = RECQ1 inh; G = Tau fibril FP; H = L3MBTL1 inh
(11) COc1ccc(OCc2cc(C(=O)O)c(C)o2)cc1
  A = -5%	B = 1%	C = 2%	D = -1%	E = 1%	F = 13%	G = -4%	H = ?
(12) O=C(CSc1nc(-c2ccccc2)c(-c2ccccc2)o1)Nc1nncs1
  A = -12%	B = 4%	C = -15%	D = -6%	E = 9%	F = i	G = ?	H = ·
(13) Cc1cc(C)cc(OCc2ccc(C(=O)NC3CCOC3=O)o2)c1 (stereo unspecified)
  A = -14%	B = -7%	C = -25%	D = 3%	E = 2%	F = -3%	G = 4%	H = ·
(14) CCOC(=O)C(c1ccc(OC)c(OC)c1)C1c2ccccc2C=C(C)N1C(=O)OC (stereo unspecified)
  A = -4%[11.2 µM]	B = 3%[11.5 µM]	C = -5%[11.4 µM]	D = -3%[11.2 µM]	E = 7%[14.2 µM]	F = i[11.5 µM]	G = -6%[11.6 µM]	H = ·
(15) COc1cc(CNCCNC(=O)c2cccs2)cc(OC)c1OC
  A = -1%	B = 1%	C = -7%	D = -1%	E = -8%	F = 7%	G = 4%	H = 14%
(16) Brc1ccccc1-n1nnc(-c2ccnc3ccccc23)n1
  A = 2%	B = ?	C = -3%	D = 0%	E = 6%	F = -17%	G = 4%	H = -22%
(17) CCCc1[nH]nc2c1C(c1cccc(OC)c1)C(C#N)=C(N)O2 (stereo unspecified)
  A = 6%	B = -1%	C = 3%	D = 0%	E = 4%	F = -13%	G = -2%	H = -8%
(18) C=CCNC(=O)C1CC(=O)N(c2ccc(Br)cc2)C1 (stereo unspecified)
  A = -4%	B = 2%	C = -2%	D = -6%	E = 5%	F = -5%	G = 1%	H = 2%
(19) COc1ccccc1N(CC(=O)NC1CCCCC1)S(=O)(=O)c1cccs1
  A = 6%	B = 6%	C = -1%	D = -1%	E = -5%	F = -3%	G = 0%	H = ·
(20) CC(C)n1nnnc1SCC(=O)Nc1ccc2c(c1)OCO2
  A = -11%	B = -5%	C = -5%	D = -2%	E = 6%	F = -5%	G = 12%	H = -11%

# Among those listed so far, these contain a Cl atom:
# Letter code – A = TRb-SRC2 inh; B = Tau fibril ThT; C = JMJD2E inh; D = TR SRC2 fluor cs; E = RGS12 GoLoco inh; F = RECQ1 inh; G = Tau fibril FP; H = L3MBTL1 inh
(1) O=C(O)C1=NOC(CNC(=O)c2ccccc2Cl)C1 (stereo unspecified)
  A = 1%	B = -10%	C = 3%	D = -1%	E = 5%	F = i	G = -4%	H = 12%
(10) CN(Cc1cnccn1)Cc1nc(Cc2ccccc2Cl)no1
  A = 3%	B = 2%	C = -6%	D = -9%	E = -15%	F = i	G = 4%	H = 8%

# The list continues.
# Letter code – A = TRb-SRC2 inh; B = Tau fibril ThT; C = JMJD2E inh; D = TR SRC2 fluor cs; E = RGS12 GoLoco inh; F = RECQ1 inh; G = Tau fibril FP; H = L3MBTL1 inh
(21) Cc1ccc(-n2c([S-])c(C(=O)Nc3ccc(OC(F)F)cc3)[n+]3ccc(C(=O)NCCO)cc23)cc1C
  A = -7%	B = -18%	C = -8%	D = -1%	E = 2%	F = 0%	G = ?	H = -3%
(22) Cn1c(COc2ccccc2)nnc1SCC(=O)c1cccc([N+](=O)[O-])c1
  A = -11%	B = ?	C = 1%	D = -3%	E = -2%	F = -3%	G = 1%	H = -1%
(23) CCCCCOC(=O)C1=C(C)Nc2nnnn2C1c1ccc(OC)c(OC)c1OC (stereo unspecified)
  A = 4%	B = -7%	C = -3%	D = -2%	E = 9%	F = -12%	G = 5%	H = 0%
(24) Cc1cccc(NC(=O)CN2C(=O)N/C(=C/c3ccc(C)s3)C2=O)c1
  A = -4%	B = -12%	C = -3%	D = 2%	E = 71%[activator]	F = -3%	G = -1%	H = 12%

# Ordered by number of heavy atoms (ascending): ten of the compounds above.
# Letter code – A = TRb-SRC2 inh; B = Tau fibril ThT; C = JMJD2E inh; D = TR SRC2 fluor cs; E = RGS12 GoLoco inh; F = RECQ1 inh; G = Tau fibril FP; H = L3MBTL1 inh
(1) O=C(O)C1=NOC(CNC(=O)c2ccccc2Cl)C1 (stereo unspecified)
  A = 1%	B = -10%	C = 3%	D = -1%	E = 5%	F = i	G = -4%	H = 12%
(2) N#CC1=C(N)SC(N)=C(C#N)C1CCc1ccccc1
  A = 7%	B = ?	C = ?	D = -2%	E = 94%[activator]	F = -3%	G = -7%	H = 6%[11.4 µM]
(20) CC(C)n1nnnc1SCC(=O)Nc1ccc2c(c1)OCO2
  A = -11%	B = -5%	C = -5%	D = -2%	E = 6%	F = -5%	G = 12%	H = -11%
(13) Cc1cc(C)cc(OCc2ccc(C(=O)NC3CCOC3=O)o2)c1 (stereo unspecified)
  A = -14%	B = -7%	C = -25%	D = 3%	E = 2%	F = -3%	G = 4%	H = ·
(24) Cc1cccc(NC(=O)CN2C(=O)N/C(=C/c3ccc(C)s3)C2=O)c1
  A = -4%	B = -12%	C = -3%	D = 2%	E = 71%[activator]	F = -3%	G = -1%	H = 12%
(3) COc1ccc(S(=O)(=O)N2c3cc(C)ccc3OCC2C(C)(C)C)cc1 (stereo unspecified)
  A = 6%	B = ?	C = 11%	D = -2%	E = -4%	F = 1%	G = -4%	H = -4%
(12) O=C(CSc1nc(-c2ccccc2)c(-c2ccccc2)o1)Nc1nncs1
  A = -12%	B = 4%	C = -15%	D = -6%	E = 9%	F = i	G = ?	H = ·
(4) CCOC(=O)C1(CCc2ccccc2)CCN(C(=O)c2cccc(C)n2)CC1
  A = -8%	B = -10%	C = -3%	D = -5%	E = -1%	F = i	G = -2%	H = 19%
(7) CCOc1ccc(C(=O)Nc2nnc(S(=O)(=O)N(CC)c3ccccc3C)s2)cc1
  A = -5%	B = ?	C = ·	D = 5%	E = ·	F = ·	G = -10%	H = ·
(8) CCCCc1nc2c(c3c1C[C@H](C)OC3)CN(S(=O)(=O)c1ccc3c(c1)OCCN3C)CC2
  A = 2%[11.2 µM]	B = 3%[11.5 µM]	C = 1%[11.4 µM]	D = -5%[11.2 µM]	E = 3%[14.2 µM]	F = -2%[11.5 µM]	G = 8%[11.6 µM]	H = ·
